BoNT F protease: blocks Botulinum neurotoxin F light chain protease. Multiplex microsphere protease cleavage assay, flow cytometry. inhibition, % at 10 µM. hit rate 0.22% among 360,000; in the data active = inhibition above about 35%, passing the limit was not always enough; inconclusive = no clear call, values can overlap the other calls; also: plate controls were buffer without enzyme for full effect and enzyme alone for no effect
BoNT-A LC inh2: blocks Botulinum neurotoxin A light chain protease; inhibition, % at 10 µM; hit rate 0.17% among 360,000; multiplex microsphere protease substrate cleavage, flow cytometry; also: plate controls were buffer without enzyme for full effect and enzyme alone for no effect
Anthrax LF inh2: anthrax lethal factor protease inhibition; inhibition, % at 10 µM; hit rate 0.12% among 360,000; multiplex microsphere protease cleavage assay, LF; AID 588501; P15917; also: plate controls were buffer without enzyme for full effect and enzyme alone for no effect
Target sequence (P15917 whole entry, looked up): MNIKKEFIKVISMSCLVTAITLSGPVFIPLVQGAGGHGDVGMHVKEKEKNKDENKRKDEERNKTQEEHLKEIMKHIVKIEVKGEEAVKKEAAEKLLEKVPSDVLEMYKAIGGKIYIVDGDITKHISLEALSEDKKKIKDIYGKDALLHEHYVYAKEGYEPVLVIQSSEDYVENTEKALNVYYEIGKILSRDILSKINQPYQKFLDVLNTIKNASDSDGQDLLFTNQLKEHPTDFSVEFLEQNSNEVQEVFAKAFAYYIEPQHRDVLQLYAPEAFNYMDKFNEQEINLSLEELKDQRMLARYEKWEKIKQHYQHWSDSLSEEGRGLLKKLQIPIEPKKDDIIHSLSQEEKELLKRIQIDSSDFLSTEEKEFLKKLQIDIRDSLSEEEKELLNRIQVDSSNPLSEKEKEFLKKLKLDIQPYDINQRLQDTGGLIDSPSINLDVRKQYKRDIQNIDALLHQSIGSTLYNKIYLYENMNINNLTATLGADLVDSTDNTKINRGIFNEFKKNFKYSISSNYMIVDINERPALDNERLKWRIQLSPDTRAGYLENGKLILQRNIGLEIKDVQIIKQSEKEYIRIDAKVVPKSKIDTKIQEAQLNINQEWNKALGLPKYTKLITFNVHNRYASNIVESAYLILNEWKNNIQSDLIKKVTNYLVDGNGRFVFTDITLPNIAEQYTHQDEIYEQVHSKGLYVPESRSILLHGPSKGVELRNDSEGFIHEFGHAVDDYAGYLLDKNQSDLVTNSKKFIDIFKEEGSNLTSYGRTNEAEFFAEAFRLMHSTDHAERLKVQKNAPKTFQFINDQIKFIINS
PrPC TRFRET: inhibitors of human cell surface prion protein PrPC. P04156. TR-FRET read-out. inhibition, % at 13.8 µM. hit rate 0.43% among 370,000. AID 720596; in the data active = inhibition above about 24%; also: 0% = median of the test wells and 100% = reference compound wells
CCHF vOTU inh: CCHFV vOTU protease inhibition; hit rate 0.55% among 370,000; Pep-AMC fluorescence; inhibition, % at 11.5 µM; in the data active = inhibition above about 30%; also: 0% = vehicle wells with enzyme and 100% = no enzyme wells
DUSP3 inh: blocks human VHR1 dual specificity phosphatase. inhibition, % at 13.3 µM. recombinant VHR phosphatase, pNPP absorbance. P51452. hit rate 0.52% among 290,000; in the data active = inhibition above about 50%; also: some compounds called inactive have numbers as strong as hits
SARS 3CLpro inh: SARS-CoV 3CLpro protease inhibition | recombinant SARS-CoV 3CLpro, quenched FRET peptide cleavage | inhibition, % at 6 µM | hit rate 0.14% among 290,000 | AID 1706; in the data active = inhibition above about 12%
Rv3671c inh: inhibits the M. tuberculosis serine protease Rv3671c | P9WHR9 | inhibition, % at 5.96 µM | hit rate 0.048% among 320,000; in the data active = inhibition above about 38%;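 also: extracellular domain of Rv3671c used as enzyme; 0% = enzyme with DMSO and 100% = no enzyme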
MazEF act: activators of E. coli MazEF toxin-antitoxin RNase. P0AE70. FAM/BHQ RNA-DNA oligo cleavage fluorescence, 5 h. activation, % at 20 µM. hit rate 0.32% among 350,000; in the data active = activation above about 50%
Target sequence (P0AE70 whole entry, looked up): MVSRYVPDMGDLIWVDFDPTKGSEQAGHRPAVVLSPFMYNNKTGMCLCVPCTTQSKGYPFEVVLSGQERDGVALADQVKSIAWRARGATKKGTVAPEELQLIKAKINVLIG
SSB-PriA inh: blocks PriA binding to SSB C-terminal tail | AlphaScreen SSBct-PriA binding, biotinylated peptide | inhibition, % at 33 µM | hit rate 0.6% among 430,000; in the data active = inhibition mostly above about 37%, no sharp cut-off; inactive = mostly below about 20%;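 also: plate controls were negative control peptide for no effect and reference peptide for full effect; strong numbers were not always called active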
* marks the source's active call; other numbers are inactive results; ? = inconclusive; . = no result given; & = joins results of further samples. Rule as the data show it, unless noted: active = inhibition above about 30%; inconclusive = no clear call, values can overlap the other calls; inactive = below that. Not all compounds are listed (hit frequency here may not be typical).

compound	BoNT F protease	BoNT-A LC inh2	Anthrax LF inh2	PrPC TRFRET	CCHF vOTU inh	DUSP3 inh	SARS 3CLpro inh	Rv3671c inh	MazEF act	SSB-PriA inh
COc1ccc(OC)c2[nH]c(=O)c(CCNC(=O)c3ccc(S(=O)(=O)N4CCCCC4)cc3)cc12	-1	0.1	-3	-4	2	11	3	2	1	-1
CCN(CC)S(=O)(=O)c1cccc(C(=O)NC2CCCCC2)c1	-1	?	1	1	-17	4	6	1	2	-11
COc1cccc(OC)c1-c1nnc(-c2cn(C)c3ccccc23)o1	5	1.0	-5	1	-9	4	1	8	8	-5
CCc1nn(C(C)C(=O)N2CC(C)CC(C)C2)c(=O)c2cc3occc3n12 (centres undefined)	1	-0.1	2	9	0	10	-5	-6	0	-2
O=c1[nH][nH]c2c1[C@H](CCc1cccc(Cl)c1)O[C@H](C1CCCC1)C2	0	0.1	-4	6	12	.	.	.	.	.
CN(CC(=O)Nc1cccc(Cl)c1)C1=NS(=O)(=O)c2ccccc21	-2	0.2	0	11	-1	.	.	1	-3	0
CC(NC(=O)CNC(=O)C1CCCCC1)c1ccc(S(N)(=O)=O)cc1 (centres undefined)	-2	-1.4	0	6	12	5	0	0	-1	-18
O=C(CS(=O)CC(=O)N(CC(=O)NC1CCCC1)c1ccccc1F)Nc1ccc(F)cc1 (centres undefined)	0	-4.0	-1	1	4	-3	-1	-4	14	4
CN(C)NC(=O)c1ccsc1NC(=O)c1ccc(S(=O)(=O)N(C)C)cc1	-23	-2.4	-14	-3	9	12	-1	1	-2	-4
CC(C)CCN1CCN(Cc2cccs2)CC1CCO (centres undefined)	-1	0.1	-3	5	1	9	-1	3	0	-20
COc1cc(/C=N/NC(=O)CNC(=O)c2cccs2)ccc1O	2	-0.2	0	-5	11	7	4	-4	3	.
O=C1CC2(CCN(C(=O)c3ccc(F)cc3)CC2)Oc2ccccc21	5	0.2	-3	0	-16	.	.	0	2	-5
Cc1cc2[nH]c(=O)c(=O)[nH]c2cc1S(=O)(=O)N1CCN(c2cccc(C)c2C)CC1	1	0.1	-2	-2	-1	13	6	4	11	-3
O=C(/C=C/[C@H]1O[C@@H](n2ccc(=O)[nH]c2=O)[C@H](O)[C@@H]1O)NCc1ccccn1	-8	-0.7	0	1	-4	.	.	.	.	.
CC(C)C(NS(=O)(=O)c1cccc2nsnc12)C(=O)NCc1ccco1 (centres undefined)	1	-0.2	-8	-11	-6	21	-8	1	9	0
Cc1ccc(/C=C/S(=O)(=O)NCC(=O)OCC(=O)N2CC(=O)Nc3ccccc32)cc1	-5	1.0	-1	3	14	13	2	-2	-3	-10
O=c1c2cc(NC(=S)N3CCCCC3)ccc2nc2n1CCCCC2	-8	-1.1	-5	9	-9	23	6	1	-2	-5
CN(CC(=O)N1CCN(c2ccccn2)CC1)S(=O)(=O)c1ccccc1	-18	-0.4	-2	-6	7	-6	-1	-9	2	-12
COC(=O)[C@@]1(Sc2ccc(C)cc2)CC(=O)N(C(=O)C2CC2)[C@@H]1c1ccccc1	-8	-0.3	-6	2	4	.	.	.	.	.
CN(C)C(=O)CSc1ccc(S(=O)(=O)N2CCCC2)cn1	6	-1.2	-3	-4	8	.	.	.	-7	1
O=C(CN1C(=O)C2CCCCN2C(=O)c2ccccc21)Nc1ccc(F)cc1 (centres undefined)	-3	-0.3	-8	1	-1	19	0	-1	4	-8
CCOc1ncccc1C(=O)Nc1ccc(C)cn1	-3	-0.3	0	-2	-3	14	3	.	3	-9
CC(=O)Nc1ccc(C(=O)OCC(=O)NC(=O)NC(C)(C)C)cc1	-12	0.1	3	-3	-7	18	-2	2	2	-3
COc1ccc2[nH]c(C(=O)N3CCN(c4ccccc4F)CC3)c(C)c2c1	22	-1.5	7	18	6	47	10	4	9	-4
C=CCn1c(SCC(=O)Nc2cccnc2Cl)nnc1-c1ccc(Cl)cc1	-8	-0.9	-6	-4	-17	0	-5	-5	3	-10

Compound profiles, as listed above. Values in the order: BoNT F protease	BoNT-A LC inh2	Anthrax LF inh2	PrPC TRFRET	CCHF vOTU inh	DUSP3 inh	SARS 3CLpro inh	Rv3671c inh	MazEF act	SSB-PriA inh
O=c1[nH][nH]c2c1[C@H](CCc1cccc(Cl)c1)O[C@H](C1CCCC1)C2 across the screens: 0	0.1	-4	6	12	.	.	.	.	.
CCOc1ncccc1C(=O)Nc1ccc(C)cn1 across the screens: -3	-0.3	0	-2	-3	14	3	.	3	-9

(further entries)
compound	BoNT F protease	BoNT-A LC inh2	Anthrax LF inh2	PrPC TRFRET	CCHF vOTU inh	DUSP3 inh	SARS 3CLpro inh	Rv3671c inh	MazEF act	SSB-PriA inh
O=C(NCc1cccs1)c1ccc2c(c1)ncn2C1CCCC1	-6	0.0	0	7	-5	19	-3	-9	16	4
NS(=O)(=O)c1cccc(NC(=O)COC(=O)Cc2n[nH]c(=O)c3ccccc23)c1	.	.	.	-4	-2	.	.	0	-1	1
CC(=O)Oc1ccc(C(=O)OCC(=O)c2c(N)n(C)c(=O)n(C)c2=O)cc1OC(C)=O	-6	-0.5	-2	-4	-6	26	-1	8	-6	-2
COc1ccc(CCNC(=O)c2n[nH]c(=O)c3ccccc23)cc1	11	0.6	-3	-1	8	-15	4	0	-6	7
Cc1cccc(NC(=S)N2CCN(S(C)(=O)=O)CC2)c1	0	4.1	0	-3	5	36	3	0	-5	0
COc1cc(NS(=O)(=O)c2c(C)oc3c(F)c(F)c(F)c(F)c23)cc(OC)c1OC	2	-0.1	-4	2	18	14	11	2	8	-6
CS(=O)(=O)N(CC(=O)NCCSCc1cccc(Cl)c1)c1ccc(F)cc1	-22	-0.5	0	7	-1	0	3	-4	-3	-11
Cc1ccc(CS(=O)(=O)c2ncc(Cl)c(C(=O)Nc3nnc(C)s3)n2)cc1	3	-3.2	4	-6	9	-15	-10	-8	-1	3
COc1ccc(S(=O)(=O)N2CCCC2=O)cc1N(C)S(C)(=O)=O	12	-3.7	2	3	-9	9	0	.	3	-2
Cn1c(CCNC(=O)c2cccs2)nnc1SCC(=O)N1CCN(c2ccccc2)CC1	1	?	0	-3	-8	11	-2	-11	5	-3
COc1cc(C(=O)OCCN2CCOCC2)cc(OC)c1OC	-10	-0.2	-4	-1	5	4	-1	-1	1	-19
COc1ccc(N2C(=O)CCC(C(=O)Nc3ccccn3)C2c2ccc(OC)c(OC)c2)cc1 (centres undefined)	-3	-0.1	-4	-8	-8	16	1	0	11	-5
COc1ccc(-c2nc3c(=O)n(C)c(=O)[nH]c3n2CCc2ccccc2)cc1	22	2.0	3	.	.	8	-5	4	-1	-13
O=C(c1cc(C(=O)N2CCOCC2)c2nc3ccccc3n2c1)c1ccccc1O	.	.	.	-21	14	14	7	11	3	-6
CCCCOC(=O)Cn1c(=O)n(CC(=O)OCCCC)c2cc(C)ccc21	?	-2.8	-14	2	19	39	2	5	-6	-42
Cc1cc(-c2ccc(C)c(S(=O)(=O)Nc3cccc(CN4CCCC4)c3)c2)on1	.	.	.	-12	2	12	-3	-8	5	7
CN(CC(=O)Nc1cccc(S(=O)(=O)NC2=NCCC2)c1)Cc1ccccc1Cl	1	0.4	-6	5	-5	.	.	-7	5	0
CC(NC(=O)Nc1ccc(F)cc1)c1ccc2c(c1)OCO2 (centres undefined)	2	3.0	-2	6	6	6	0	0	2	-7
O=C(SCc1c(O)c2ccccc2oc1=O)c1ccccc1	-1	-0.3	-5	-2	5	.	.	.	-5	.
Cc1cc(NC(=O)C(C)SCC(=O)OC(C)C(=O)Nc2cccc(C#N)c2)no1 (centres undefined)	-6	-1.0	0	1	-8	.	.	6	-3	-6
CCCS(=O)(=O)c1nc(S(=O)(=O)c2ccc(C)cc2)c(NCc2ccc3c(c2)OCO3)s1	-7	-0.4	0	6	9	-14	6	-4	-5	-2
Cc1cc(C)n(Cc2cccc(F)c2)c(=O)c1C#N	-7	0.0	-1	.	.	-7	3	-5	6	-10
CN1CCN(C2OC(=O)c3ccccc32)CC1 (centres undefined)	-3	-2.3	1	-2	-4	28	-1	-3	-4	-12
O=C(CSC1=Nc2ccccc2C2=NC(CC(=O)NC3CCCCC3)C(=O)N12)NCc1ccco1 (centres undefined)	6	1.0	2	-6	11	7	3	-4	-11	-15
O=C(CSc1nc2ccccc2n1Cc1ccc(Cl)cc1)N/N=C/c1ccccc1C(=O)O	3	-0.6	-3	-2	8	32	3	-27	-10	.
COc1ccc(S(=O)(=O)NC2CC(=O)N(c3ccc(C)c(C)c3)C2)cc1C (centres undefined)	.	.	.	-3	-2	.	.	3	9	2&9
O=C(Nc1ccc(Nc2ccccc2)cc1)c1cccc(F)c1	-73	-5.4	-3	6	-3	9	10	20	11	24
CCCCN1C[C@H](CSC)[C@@H](CC(=O)NC)C1=O	-2	-0.2	-6	2	-8	.	.	.	6	.
O=C(NCCc1ccccc1)c1ccnc(/C=N/O)c1	4	0.1	-2	5	15	-12	2	2	1	.
CCOc1cnc(-c2c(-c3c(Cl)cccc3Cl)noc2C)o1	-9	-0.6	-3	1	1	6	3	-7	-21	-5
Cc1ccc2nc3c(cc(C(=O)NCCc4ccccc4)c(=N)n3CCN3CCOCC3)c(=O)n2c1	7	1.6	0	.	.	17	0	-10	8	-2
CSc1nc2n(n1)C(c1cc(Br)ccc1F)C(C(=O)N(C)C)=C(C)N2 (centres undefined)	-4	-2.2	-6	-3	-1	16	-1	-2	4	-9
Nc1cccc(S(=O)(=O)Nc2ccc(Br)cc2)c1	-2	0.6	4	4	-1	-6	-2	6	-2	-7
CC(C)c1nc(SCC(=O)N2CCCCC2)c2c(=O)n(C)c(=O)n(C)c2n1	-2	-0.3	-4	2	8	.	.	.	3	.
O=C(C[C@H]1C/C=C\CCC(=O)OC[C@H]2CCCN2C1=O)NCCO	2	0.0	-1	0	-4	.	.	2	8	.
CCCC/C(C)=N\NC(=O)CNS(=O)(=O)c1ccc([N+](=O)[O-])cc1	-3	0.0	7	-26	-5	39	3	-2	3	.
CC1=NN(C(=O)c2ccc(Cn3cc(Br)c([N+](=O)[O-])n3)o2)C(O)(C(F)(F)F)C1 (centres undefined)	4	0.7	0	-6	-2	-5	-5	-5	0	-9
COc1ccc(N(Cc2ccccc2)S(=O)(=O)c2cccc(C(=O)NCC3CCCO3)c2)cc1 (centres undefined)	8	4.2	1	-1	-1	.	.	.	6	-7
CCOc1ccccc1CNn1cnnc1	-8	-1.6	0	-6	-11	.	.	-8	4	-4
C/C(=N\NC(=O)C1(C)CC1(Br)Br)c1ccc(C)cc1C (centres undefined)	5	2.8	1	2	2	14	-1	4	-2	.
CN(C)C=NC(=O)c1cc(C(=O)c2ccc(F)cc2)c[nH]1	1	-0.4	-3	-2	-2	36	-6	-1	5	13
COCc1cc(C)nc(OCC(=O)N/N=C/c2ccc(OC)c(OC)c2)c1C#N	-7	-0.8	1	0	-2	-7	2	11	-5	.
Cc1ccc(C)c(NC(=S)NC(NC(=O)Cc2cccc3ccccc23)C(Cl)(Cl)Cl)c1 (centres undefined)	12	1.3	0	4	-5	-16	5	-15	-21	-2
COc1ccc(NC(=O)C2(C)Cc3c(-c4cccc(C(F)(F)F)c4)ccnc3O2)cc1OC (centres undefined)	1	0.1	1	-1	16	.	.	.	.	.
NC(=O)c1ccsc1NC(=O)COC(=O)Cc1ccccc1[N+](=O)[O-]	6	0.4	1	2	-10	.	.	.	-4	.
C=CCn1c(SCc2nc3ccccc3c(=O)[nH]2)nc2ccccc2c1=O	-3	-0.7	-7	-3	3	-2	-1	-2	-6	-2
COC(=O)c1ccc(COc2ccccc2/C=C(\C#N)C(=O)Nc2c(C)cccc2C)cc1	-3	-0.1	2	-4	-8	-2	2	-132	-2	-7
N#CNC(=Nc1cccc(C(F)(F)F)c1)SCc1ccc(C(=O)O)cc1	1	0.3	1	4	9	5	-5	2	-1	-5
Cc1cc(O)c(C(C)C)cc1NC(=O)c1ccc(Cl)cc1	1	-0.5	-3	-1	11	6	0	-1	0	-5
